# MOR-DOR inv ag = inverse agonists of MOR-DOR heterodimerization, primary screen, cell-based, luminescence | hit rate 0.21% among 340,000 | Mu-type opioid receptor (Homo sapiens) + Delta-type opioid receptor (Homo sapiens), … | cell-based MOR-DOR heterodimer luminescence, inverse agonism | inhibition, % at 9.3 µM; in the data active means inhibition above about 22%, passing the limit was not always enough;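 further: 0% = cells with DMSO and 100% = wells without cells with DMSO; values of inactives mirror those of a sister screen read the other way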
# DAGLB inhibitor = DAGLB lipase inhibitors, primary screen, biochemical, fluorescence, HTS; Diacylglycerol lipase-beta (Homo sapiens), Q8NCG7; HEK293T DAGLB membrane lysate, EnzChek fluorogenic substrate; inhibition, % at 5.17 µM; hit rate 0.059% among 340,000; AID 504411, 2011; in the data active means inhibition above about 34%;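 further: 0% = enzyme with vehicle and 100% = wells lacking enzyme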
# MOR-DOR ag = agonists of OPRM1-OPRD1 heterodimerization, primary screen, cell-based, luminescence; Mu-type opioid receptor (Homo sapiens) + Delta-type opioid receptor (Homo sapiens), …; cells; activation, % at 9.3 µM; hit rate 0.3% among 340,000; in the data active means activation above about 18%;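 further: 0% = vehicle-treated cells and 100% = reference agonist; values of inactives mirror those of a sister screen read the other way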
# PKA-R1A activ = activators of PKA-R1A holoenzyme, primary screen, biochemical, fluorescence polarization, Cy5-IP20, bovine R1A, mouse PKAc. cAMP-dependent protein kinase type I-alpha regulatory subunit (Bos taurus) + …. PKA-R1A dissociation; scaled: DMSO 0%, 113 µM cGMP 100%. activation, % at 11.4 µM. hit rate 0.083% among 340,000. AID 504707, 2011;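 active means percent activation above the mean of all tested compounds plus 3 SD, cut at about 19% in these data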;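 further: higher means more PKAc released from R1A so a rise in polarization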
# HTR5A inv ag = HTR5A inverse agonists in luminescence cell assay, primary screen, counter-screen for OPRM1-OPRD1 heterodimer inverse agonist project, full-deck HTS. hit rate 0.083% among 340,000. 5-hydroxytryptamine receptor 5A (Homo sapiens), P47898. AID 504634, 2011. HTR5A cell line, inverse agonism. inhibition, % at 9.3 µM; in the data active means inhibition mostly above about 23%, no sharp cut-off; inactive means mostly below about 18%;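 further: 0% = cells with DMSO and 100% = no-cell wells with DMSO; some compounds called inactive have numbers as strong as hits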
# Target sequence (P47898 whole entry, looked up): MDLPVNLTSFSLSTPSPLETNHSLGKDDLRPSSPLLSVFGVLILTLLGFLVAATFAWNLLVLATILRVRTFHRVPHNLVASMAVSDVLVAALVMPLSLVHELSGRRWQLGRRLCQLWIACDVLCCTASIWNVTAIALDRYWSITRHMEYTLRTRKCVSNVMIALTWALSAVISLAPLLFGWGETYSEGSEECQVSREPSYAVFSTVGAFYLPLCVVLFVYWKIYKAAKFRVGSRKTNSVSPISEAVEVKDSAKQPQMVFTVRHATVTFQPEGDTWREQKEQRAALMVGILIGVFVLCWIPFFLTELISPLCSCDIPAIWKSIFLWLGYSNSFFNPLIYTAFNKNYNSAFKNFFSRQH
# Arrestin-AP2 inh = inhibitors of beta-arrestin/AP2 binding, primary screen, biochemical, GPCR trafficking, flow cytometry | beta-arrestin 1 C-terminal peptide binding to AP2 beta2-adaptin appendage (human) | inhibition, % at 10 µM | FITC-arrestin peptide / GST-AP2 beads; AP2 beta2 appendage carries R879A mutation | AID 504490, 2011 | hit rate 0.31% among 340,000;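 active means inhibition above a set limit, near 3 SD of compounds lacking own fluorescence, cut at about 54% in these data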;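 further: plate controls were DMSO wells for no effect and 5 µM unlabelled arrestin peptide for full effect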
#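 test system = AP2 appendage R879A on GSH beads | buffer or medium = PBS plus Tween 20 (0.05%) and BSA (0.1%) | incubation = 12 min plus 1 h, RT | detection = bead flow cytometry, FITC channel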
# DSG3 Ab inh = inhibitors of pemphigus antibody binding to DSG3, primary screen, biochemical, bead-based, flow cytometry, scFv-GFP | Desmoglein-3 (Homo sapiens), P32926 | DSG3-coupled beads, scFv-anti-DSG3-GFP binding; hits give low values | binding (percent of control), % at 10 µM | hit rate 0.48% among 310,000 | AID 588358, 2011;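 active means binding more than 3 SD below its plate's average and above zero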;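 further: hits lower antibody fragment binding to DSG3; some compounds called inactive have numbers as strong as hits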
# V-ATPase pH = regulators of yeast V-ATPase proton pumping, primary screen, pHLuorin cytosolic pH fluorescence; hit rate 0.37% among 350,000; response, % at 10 µM; AID 504577, 2011; S. cerevisiae; in the data active means response mostly above about 7.3%, no sharp cut-off; inactive means mostly below about 5.4%; further: actives read high; inactives centre near 0; some compounds called inactive have numbers as strong as hits; reference of the scale not given here
# HTR5A ag ctr = HTR5A agonists in luminescence cell assay, primary screen, counter-screen for OPRM1-OPRD1 heterodimer agonist project, full-deck HTS; 5-hydroxytryptamine receptor 5A (Homo sapiens), P47898; cell-based; activation, % at 9.3 µM; hit rate 0.61% among 340,000; AID 504692, 2011; in the data active means activation mostly above about 9.5%, no sharp cut-off; inactive means mostly below about 7.6%;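 further: 0% = cells with vehicle only and 100% = reference agonist; strong numbers were not always called active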
# PKA-R2B activ = activators of PKA-R2B holoenzyme, primary screen, biochemical, fluorescence polarization, Cy5-IP20, human | PKA-R2B holoenzyme dissociation; R2B truncated from residue 108, S112A mutant; 0% DMSO only, 100% 113 µM cGMP | activation, % at 11.4 µM | hit rate 0.079% among 340,000 | AID 504700, 2011;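 active means activation above a cutoff set at the mean over all compounds plus 3 SD, cut at about 18% in these data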;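 further: higher means more holoenzyme dissociation and a rise in polarization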
# Target sequence (P31323 whole entry, looked up, other chains not shown, the tested form may be a part): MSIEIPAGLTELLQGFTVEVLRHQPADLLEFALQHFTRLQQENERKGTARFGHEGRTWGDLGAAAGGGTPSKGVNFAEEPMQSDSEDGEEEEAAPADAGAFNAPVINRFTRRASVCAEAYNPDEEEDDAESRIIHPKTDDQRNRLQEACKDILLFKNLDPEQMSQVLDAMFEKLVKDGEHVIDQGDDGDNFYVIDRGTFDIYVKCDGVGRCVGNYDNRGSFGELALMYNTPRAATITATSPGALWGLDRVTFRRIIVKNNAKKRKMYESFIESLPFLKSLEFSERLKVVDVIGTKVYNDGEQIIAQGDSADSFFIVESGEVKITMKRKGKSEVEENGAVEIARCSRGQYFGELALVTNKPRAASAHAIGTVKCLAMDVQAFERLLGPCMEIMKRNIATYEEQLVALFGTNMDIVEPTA
# An asterisk follows results filed as active; x = no result given; & = joins results of further samples.
SMILES,MOR-DOR inv ag,DAGLB inhibitor,MOR-DOR ag,PKA-R1A activ,HTR5A inv ag,Arrestin-AP2 inh,DSG3 Ab inh,V-ATPase pH,HTR5A ag ctr,PKA-R2B activ
O=S(=O)(Cc1ccccc1)N1CCCCCC1,5,0,-1.0,2,-20,12,96,-3,9,3
CCCC(=O)Nc1sc2c(c1C(=O)Nc1ccccn1)CCCC2,-13,-10,2.8,-8,-43,-22,x,-3,2,-2
C=CCc1cccc(/C=N/NC(=O)c2ccccc2Br)c1O,-18,4,2.5,-7,15,-6,111,0,-1,-4
COc1ccccc1CN(C(=O)CNC(=O)c1ccco1)C(C(=O)NCC1CCCO1)c1ccc(OC)c(OC)c1 (configuration not stated),11,0,-1.4,4,7,16,x,4,-3,-1
COc1ccc(N2CCN(C(=S)NCc3ccc(C)cc3)CC2)cc1,11,-5,-2.2,-5,-11,-9,89,-2,4,1
COc1ccc(/C(C)=N/NC(=O)c2ccncc2)cc1,12,-2,-2.5,-12,-6,-6,105,-2,2,-12
COc1ccc(NC(=O)c2ccc3c(c2)NC(=O)CS3)cc1S(=O)(=O)Nc1ccc(Br)cc1,-4,1,0.5,-11,7,4,97,-2,-2,1
C/C=C(\C)CN1CCC(Oc2cccc(C(=O)NCc3ccccn3)c2)CC1,4,-1,-0.7,11,-16,-4,112,2,4,0
COc1ccc(N(C)C(=O)CCS(=O)(=O)c2cccc3nsnc23)cc1,2,0,-0.3,4,-7,5,x,0,2,5
CC(C)=CC(=O)NCCc1ccccc1,13,-1,-2.4,-8,-22,14,94,5,7,8
O=C1CCCC(O)=C1N=Nc1cccc(S(=O)(=O)N2CCOCC2)c1,17,0,-3.4,-7,34,21,102,2,-4,-13
O=C(CCc1ccc(S(=O)(=O)N2CCOCC2)cc1)Nc1ccc2c(c1)OCCO2,2,0,-0.4,-15,24,5,103,1,1,-17
O=C(CSc1ncnc2c1cnn2-c1ccccc1)NCC1CCCO1 (configuration not stated),11,0,-2.0,-5,2,-8,100,2,0,-17
COC(=O)C(Cc1ccccc1)NC(=O)CSc1nc(C)cc(=O)[nH]1 (configuration not stated),11,-6,-1.9,-8,-8,18,97,-1,3,-6
CCOC(=O)Cn1nnc2c(sc3nc4c(c(-c5ccccc5)c32)CCC4)c1=O,13,-2,-2.2,1,-4,38,109,4,0,1
CC1Cc2ccccc2N1C(=O)CSc1nc2c(c(=O)n(C)c(=O)n2C)n1Cc1ccccc1 (configuration not stated),-4,-1,0.7,-14,16,-1,99,-3,0,-6
CN1CC(=O)N=C1N,16&17,-1&-1,-2.9&-3.1,1&4,-8&-10,-2&-5,103,2&-4,2&3,-9&3
Cc1ccc(OCC(=O)N/N=C2\CCOc3c(C)cccc32)cc1,-17,-15,3.2,-4,-21,-5,97,-3,1,4
O=c1/c(=C\c2ccc(O)cc2)sc2nc(-c3ccccc3)c(-c3ccccc3)n12,6,-1,-1.1,-2,9,4,89,-1,-4,-11
Nc1ccc(C(=O)NNC(=O)C2COc3ccccc3O2)cc1[N+](=O)[O-] (configuration not stated),8,3,-1.2,-7,-4,19,104,5,1,-1

# One compound at a time (already shown).
# `COC(=O)C(Cc1ccccc1)NC(=O)CSc1nc(C)cc(=O)[nH]1` (configuration not stated) across the screens: MOR-DOR inv ag = 11; DAGLB inhibitor = -6; MOR-DOR ag = -1.9; PKA-R1A activ = -8; HTR5A inv ag = -8; Arrestin-AP2 inh = 18; DSG3 Ab inh = 97; V-ATPase pH = -1; HTR5A ag ctr = 3; PKA-R2B activ = -6
# `O=S(=O)(Cc1ccccc1)N1CCCCCC1` across the screens: MOR-DOR inv ag = 5; DAGLB inhibitor = 0; MOR-DOR ag = -1.0; PKA-R1A activ = 2; HTR5A inv ag = -20; Arrestin-AP2 inh = 12; DSG3 Ab inh = 96; V-ATPase pH = -3; HTR5A ag ctr = 9; PKA-R2B activ = 3

# (more compounds)
SMILES,MOR-DOR inv ag,DAGLB inhibitor,MOR-DOR ag,PKA-R1A activ,HTR5A inv ag,Arrestin-AP2 inh,DSG3 Ab inh,V-ATPase pH,HTR5A ag ctr,PKA-R2B activ
CCn1cc(S(=O)(=O)c2ccc(OC)cc2)c(=O)c2cc(F)c(N3CCN(C)CC3)cc21,11,1,-2.2,-6,-15,3,x,-3,1,4
Cn1c(CNC(=O)CNS(=O)(=O)c2ccccc2)cc(=O)n(C)c1=O,12,2,-2.4,-7,-3,8,102,-1,0,-11
CC(C)N(C(=O)[C@H]1CC(CC(=O)NCCCn2ccnc2)C(=O)N2CCc3c([nH]c4ccccc34)[C@]12C)C(C)C (some centres not stated),4,0,-0.8,10,-16,-2,106,-1,5,-4
O=C(Cn1nnc(-c2ccccc2)n1)NCC(=O)Nc1ccc(F)c(F)c1F,-2,2,0.3,-2,13,19,101,5,-5,-4
CCOC(=O)c1ccccc1NC(=O)/C(C)=C/C(=O)O,1,0,-0.2,-3,10,4,x,-3,-3,2
Cc1nc(C#N)c(NCc2ccc3c(c2)OCO3)o1,13,-2,-3.1,0,7,-3,x,3,0,-9
Cc1ccccc1C(=O)Nn1cnnc1,14,3,-2.8,-10,-23,-7,106,4,4,-7
Cc1ccccc1NC(=O)Cc1nnc(SCC(=O)Nc2ccccc2)n1C,7,-2,-1.4,-5,-29,-7,110,2,-3,-1
COc1ccc(OC2CCN(S(=O)(=O)c3ccc(OC)c(OC)c3)CC2)cc1,-2,-7,0.4,6,-10,16,106,3,3,-10
CCCCN(C(=O)CSc1nnc(-c2ccccc2OC)n1C)c1c(N)n(Cc2ccccc2)c(=O)[nH]c1=O,5,-1,-0.8,-8,13,7,105,4,-3,9
COc1ccc(CNc2ccc3c(c2)nc(C)n3C)cc1,-3,0,0.6,-2,-24,12,104,3,8,-6
COC(=O)c1sc(N)c(C(=O)OC)c1COC(=O)c1c(C)noc1C,46*,1,-10,5,46*,-6,104,-4,-11,-10
O=C(CC1SC(N2CCCCC2)=NC1=O)Nc1cccc(C(=O)Nc2ncccc2O)c1 (configuration not stated),4,-2,-0.8,9,3,-4,107,11,-1,-11
CCOC1OC(=O)C(Cl)=C1Nc1cc(C)ccc1C (configuration not stated),15,-1,-2.5,13,3,3,104,-2,-1,9
CN(C)S(=O)(=O)N(CC(=O)NCCSCc1ccc(Cl)cc1)c1ccccc1,13,-5,-2.5,6,-10,5,85,-1,4,4
CS(=O)(=O)Nc1ccc(C(=O)Nc2ccc3ccccc3c2)cc1,12,2,-2.5,2,6,39,115,2,-2,-5
Cn1c(-c2ccccc2)cnc1NCc1ccc(F)cc1,19,-1,-3.8,-5,14,-8,113,3,1,-3
Cc1ccccc1OCC(=O)OCC(=O)Nc1cc(C(F)(F)F)ccc1N1CCOCC1,-19,-4,2.6,-3,-6,0,112,-2,2,-16
O=C(c1ccccc1Cc1ccccc1)N1CCN(S(=O)(=O)c2ccccc2[N+](=O)[O-])CC1,-1,-1,0.1,-5,2,-5,103,1,-1,0
Cc1cccc([C@@H](NC(=O)OC(C)(C)C)C(=O)OC(C)(C)C)c1,-47,-8,8.4,13,4,-2,119,0,6,-10
COC(=O)[C@@]1(Cc2ccc(OC)cc2)[C@@H]2C(=CC(=O)[C@H]2CC(=O)C(=O)N2CCCC2)CN1C(=O)c1ccccc1,-11,2,1.8,-9,15,7,102,14,-5,-1
O=C(NCCN1CCOCC1)c1ccc2c(c1)N(Cc1ccc(F)cc1)C(=O)c1ccccc1S2(=O)=O,9,0,-1.9,4,4,38,125,-1,-1,3
COCCCNC(=O)Cn1cc(/C=C(\C#N)C(=O)NC2CC2)c2ccccc21,13,-4,-2.7,-6,-4,26,96,-1,1,-9
CCOCCCn1c(SCC(=O)NCc2ccc3c(c2)OCO3)nc2ccccc2c1=O,17,-7,-3.4,-5,6,0,101,0,-2,-4
CC12CCC(c3c(C(=O)N4CCOCC4)nn(-c4ccccc4)c31)C2(C)C (configuration not stated),16,0,-3.2,-1,10,14,104,-3,6,4
CCCC(=O)Nc1cccc(NC(=O)c2ccc3c(c2)OCCO3)c1,5,2,-0.9,-4,-8,6,106,-4,-6,-2
O=C(O)C(Cc1c[nH]c2ccccc12)N1Cc2ccccc2C1=O (configuration not stated),7,-1,-1.3,2,12,10,101,4,3,-12
COc1cc(N)c2ncccc2c1SC,x,-6,x,-5,x,x,341,0,x,-6
COCCN(CCOC)C(=S)Nc1cc(S(=O)(=O)N(C)C)ccc1C,3,2,-0.6,0,-7,1,103,0,2,-1
CCc1ccc(CN(C)C(C)C(=O)NCc2ccccc2)cc1 (configuration not stated),8,-8,-1.8,-7,11,-16,100,1,-3,-7
Cc1ccc(S(=O)(=O)NC2=NCCC2)cc1,15,-2,-2.5,-9,10,-7,90,4,6,-2
O=C(CN1C(=O)NC2(CCOc3ccccc32)C1=O)N1CCCCC1 (configuration not stated),4,0,-0.9,-4,-10,-1,x,3,4,-6
O=C(c1ccc2c3c(cccc13)CC2)N1CCN(c2ncccn2)CC1,-2,-1,0.4,1,8,7,118,x,7,-2
CCOC(=O)CC(=O)CSc1nc(N)c(C#N)c(-c2ccc(F)cc2)c1C#N,14,-2,-2.7,-14,8,0,106,0,-2,7
O=C1CCc2cc(NS(=O)(=O)c3cc(F)ccc3F)cc3c2N1CC3,5,4,-0.8,4,7,-4,115,-2,3,2
Cc1ccc2c(c1)N(CC(=O)NCCCN1CC(C)CC(C)C1)C(=O)c1cccnc1O2 (configuration not stated),0,4,0.1,-9,-1,20,110,-1,0,8
Cc1ccccc1CSCCC(=O)NCCC1=CCCCC1,-10,-4,1.9,-15,-16,-5,103,1,-1,1
CC(C)c1nnc(NC(=O)COc2ccc3c(c2)OCO3)s1,10,-2,-1.9,-8,-6,-5,106,1,2,4
Cc1ccc(NC(=O)CSCC(=O)NCCc2ccccc2)c(C)c1,9,1,-2.2,-3,10,12,x,-2,1,-12
O=C(NC1CCOc2ccccc21)c1ccc(=O)[nH]c1 (configuration not stated),-4,-3,0.7,-7,3,9,x,-5,5,-8
COc1cc(S(=O)(=O)Nc2ccc(C)cc2)ccc1N=Cc1c(C)[nH]n(-c2ccccc2)c1=O,-24,-3,4.0,-13,8,23,92,-4,-3,-1
Oc1ccccc1-c1cc(-c2ccccc2)no1,2,-8,-0.4,-8,15,1,105,-1,-5,-1
CC(Sc1nncn1C)C(=O)Nc1nnc(C(C)C)s1 (configuration not stated),2,1,-0.3,-3,-12,0,106,1,8,-5

# From PubChem
